aDG glyco act – activators of alpha-DG glycosylation, primary screen, uHTS, Pro5-aDG cells, AlphaScreen; 360,000 tested, 0.22% active; AID 624168, 2012; alpha-DG glycosylation AlphaScreen (IIH6); 0% Pro5, 100% B10-LARGE cell signal; activation, % at 10 µM;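 active = activation of at least 8% versus controls, or a plate z-score of at least 8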;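 note: Pro5 are CHO cells carrying HIG-tagged alpha-DG that lacks glycosylation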
Granule exo inh – LAMP-1 surface exposure blockers, TALL-104 cells – cell-based, flow cytometry, MLPCN library, primary screen; TALL-104 LAMP-1 surface exposure; cells stimulated with thapsigargin and PMA; inhibition, % at 10 µM; 360,000 tested, 0.66% active;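 active = inhibition above about 55%, limit read from the data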
PDI turbidity – inhibitors of human PDI, primary screen, biochemical, turbidity, single point, plate reader; PDI insulin aggregation turbidity, A650, 90 min; 350,000 tested, 0.052% active; AID 588391, 2011; inhibition, % at 10 µM;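 active = mean inhibition across replicates of 30% or more, whatever share of single replicates reach that level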;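 note: absorbance from insulin aggregation driven by PDI reduction with DTT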
Target sequence (P07237 whole entry, looked up): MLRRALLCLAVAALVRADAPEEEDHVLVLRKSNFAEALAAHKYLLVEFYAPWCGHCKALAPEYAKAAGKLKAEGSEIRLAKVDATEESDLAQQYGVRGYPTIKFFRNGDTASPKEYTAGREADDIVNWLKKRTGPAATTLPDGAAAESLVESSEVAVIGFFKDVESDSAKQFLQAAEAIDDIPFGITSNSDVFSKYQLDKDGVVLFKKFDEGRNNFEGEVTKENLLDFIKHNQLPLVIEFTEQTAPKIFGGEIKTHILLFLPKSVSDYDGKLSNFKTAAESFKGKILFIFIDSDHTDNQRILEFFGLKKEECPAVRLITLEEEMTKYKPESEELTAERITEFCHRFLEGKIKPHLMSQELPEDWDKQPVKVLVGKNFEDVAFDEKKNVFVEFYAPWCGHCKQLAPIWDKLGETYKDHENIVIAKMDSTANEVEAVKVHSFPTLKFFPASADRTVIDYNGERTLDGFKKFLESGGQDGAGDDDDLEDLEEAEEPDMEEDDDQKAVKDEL
CaV13 FRET inh – Disruptors of the CACNA1D IQ motif to Ca2+-dependent inactivation inhibitor domain association, primary screening, Förster resonance energy transfer in intact living …; inhibition, % at 12.3 µM; HEK cells, CFP/YFP FRET ICDI-IQ, plate reader, 10 min; percent FRET-ratio fall versus neutral wells; 340,000 tested, 0.098% active;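 active = mean replicate inhibition of at least 30% and at least 1% of replicates passing that level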;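 note: 0% = median of the neutral control wells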
TRPM1 prom inh – inhibitors of MITF-dependent TRPM1 promoter reporter, primary screen, cell-based, SK-MEL-5, single point, luciferase; SK-MEL-5 TRPM1 promoter luciferase, 24 h; inhibition, % at 12.5 µM; 330,000 tested, 0.83% active;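 active = mean inhibition across replicates of 60% or more, whatever share of single replicates reaches that level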; note: values of inactives mirror those of a sister screen read the other way
NR2E3 ag-1 – inhibitors of NR2E3-RetCOR corepressor binding, primary screen, NR2E3 agonist project, biochemical, TR-FRET, GST-NR2E3, biotin-RetCOR | 1536-well | inhibition of corepressor binding, % at 4.78 µM | 320,000 tested, 0.12% active | AID 2300, 2010;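 active = percent inhibition above the cutoff of mean plus 3 SD of all tested compounds, set per screening campaign, cut at about 20% in these data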;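 note: 0% = DMSO wells and 100% = biotin wells as full block of FRET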
Target sequence (Q9Y5X4 whole entry, looked up): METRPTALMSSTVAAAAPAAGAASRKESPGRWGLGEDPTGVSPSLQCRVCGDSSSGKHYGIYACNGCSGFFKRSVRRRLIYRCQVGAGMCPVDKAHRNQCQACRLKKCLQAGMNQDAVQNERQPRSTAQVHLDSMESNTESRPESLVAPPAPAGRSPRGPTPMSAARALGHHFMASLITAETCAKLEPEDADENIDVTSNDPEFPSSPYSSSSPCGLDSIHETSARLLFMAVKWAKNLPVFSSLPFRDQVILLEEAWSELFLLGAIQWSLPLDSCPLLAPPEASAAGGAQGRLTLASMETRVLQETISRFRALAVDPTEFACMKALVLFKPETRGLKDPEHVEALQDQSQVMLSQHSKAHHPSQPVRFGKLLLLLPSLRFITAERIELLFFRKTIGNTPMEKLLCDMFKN
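Assay system: NR2E3–RetCOR corepressor complex. Quantity: 1.35 nM GST-NR2E3. Buffer or medium: pH 7.5 Tris-based buffer. Reagent: biotinylated RetCOR corepressor at 7 nM final. Schedule: 5 h at 4 °C. Detection: TR-FRET, emission read at 617 and 671 nm. Replicates: one well per compound, singlicate testing.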
iPSC survival up – enhancers of single-cell hiPSC survival, primary screen, ATPlite luminescence | 100% = ROCK inhibitor wells, 0% = DMSO | survival enhancement, % at 20 µM | 360,000 tested, 0.044% active | AID 602274, 2012; in the data active = survival enhancement above about 18%;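 note: cells exposed to compounds for 16 hours before the ATP read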
NR2E3 ag-2 – NR2E3 agonists in two-hybrid cells, primary screen, cell-based, luminescence, CHO-S, Gal4-NCOR/VP16-NR2E3; luciferase; AID 602229, 2012; 360,000 tested, 0.35% active; Photoreceptor-specific nuclear receptor (Homo sapiens), Q9Y5X4; inhibition of corepressor binding, % at 3.98 µM;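 active = inhibition above the mean of all tested compounds plus 3 SD, cut at about 70% in these data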;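 note: 0% = DMSO with NR2E3 transfected cells and 100% = cells lacking NR2E3 construct; higher means lower luciferase signal from less NR2E3 corepressor binding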
Peg3 prom inh – Peg3 promoter-driven luciferase inhibitors, primary screen, cell-based, HeLa, luciferase luminescence | HeLa PEG-Prom luciferase reporter, overnight | inhibition, % at 20 µM | 360,000 tested, 1.7% active;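 active = inhibition of at least 50% at 20 µM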
Vif inh – HIV Vif self-association inhibitors, primary screen, imaging, HEK293T, single point; HEK293T cells, Vif self-association by quenched fluorescence, 24 h; inhibition, % at 7.49 µM; 340,000 tested, 0.35% active; in the data active = inhibition above about 50%, passing the limit was not always enough; note: some results filed as inactive read as strong as hits
HIF-2a block – HIF-2a reporter inhibitors, primary screen, luminescence, 786-0 RCC cells | 786-0 RCC cells HIF-2a reporter, luciferase luminescence, overnight | inhibition, % at 18.8 µM | 360,000 tested, 0.72% active | AID 624352, 2012;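 active = inhibition of the luminescence signal of 40% or more relative to plate controls, in a single-dose primary screen at 18.75 µM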
An asterisk follows results filed as active; · = no result given.

SMILES	aDG glyco act	Granule exo inh	PDI turbidity	CaV13 FRET inh	TRPM1 prom inh	NR2E3 ag-1	iPSC survival up	NR2E3 ag-2	Peg3 prom inh	Vif inh	HIF-2a block
COc1ccccc1N1CCN(CCCCCCOc2ccc(F)cc2)CC1	0.0	-2	2	-18	12	-1	-0.5	7	16	-7	9
C[C@H](CO)N1C[C@H](C)[C@H](CN(C)C(=O)Nc2ccc(C(C)(C)C)cc2)OCc2cnnn2CCCC1=O	0.1	-3	2	-3	·	·	2.7	-14	-14	-2	0
Cc1noc(C)c1COc1ccc(C(=O)Nc2ccccc2)cc1	0.3	3	1	0	-23	0	-0.1	-18	-25	4	-51
COC(=O)c1ccc(NC(=O)Nc2ccccc2F)cc1	0.5	0	-5	10	-26	2	-1.1	-92	-271	-11	-211
Cc1nc2ccccc2c(=O)n1NC(=O)c1ccc(Cl)cc1	-0.1	4	15	-4	1	-2	-0.5	-11	16	-1	-11
O=C(CC12CC3CC(CC(C3)C1)C2)NC(=S)Nc1ccc(CN2CCOCC2)cc1	0.0	-1	-8	7	8	-4	-1.4	-10	4	5	11
COC(=O)c1ccc(CSc2nnc3sc4ccccc4n23)o1	0.0	2	1	·	11	0	2.5	-6	-3	·	4
COc1ccc(NC(=O)CCc2nc3ccccc3c(=O)[nH]2)cc1S(=O)(=O)N1CCCCC1	0.2	6	1	-17	14	·	-2.1	-10	25	15	21
O=C(O)CCCN1C(=O)/C(=C/C=C/c2ccco2)SC1=S	1.4	-4	7	-7	18	32*	-0.3	-12	-17	-13	27
COc1ccc(CC(=O)OCC(=O)NC2CCCC(C)C2C)cc1 (configuration not stated)	0.6	16	5	-5	2	·	-0.3	18	-2	-4	-14
O=C(N/C=N/OCc1ccc(Cl)cc1Cl)NOCc1c(Cl)cccc1Cl	0.1	7	-2	·	-7	2	-0.9	-17	-6	-13	14
CCOC(=O)CSC1=C(C#N)C(c2ccccc2OCC)C(C#N)C(=O)N1 (configuration not stated)	-0.2	5	2	-4	10	8	-2.2	-11	-8	1	14
CCS(=O)(=O)N1CCC(C(=O)N2CCN(Cc3ccccc3)CC2)CC1	-0.2	-5	-16	-5	18	2	-0.5	-11	10	0	0
Cc1ccc(C)c(NC(=O)CN2C(=O)NC(CCc3ccccc3)C2=O)c1 (configuration not stated)	0.2	1	2	-7	8	·	3.3	-18	12	-2	2
O=C1C2C3CCC(O3)C2C(=O)N1c1cccc(O)c1 (configuration not stated)	0.1	-6	9	-4	0	1	-0.2	6	4	-3	5
Cc1cccc(NC(=O)C(C)OC(=O)c2ccccc2NS(=O)(=O)c2cc(C)c(C)c([N+](=O)[O-])c2)c1 (configuration not stated)	0.1	-2	-22	-3	25	-1	3.1	7	20	-2	10
COc1cc2c(cc1OC)C(=O)N1[C@H]3c4ccccc4OC[C@@H]3[C@H](c3ccccc3)[C@]1(C)C(=O)N2	-0.2	65*	6	-8	3	-1	-0.4	8	-18	-4	27
Cc1ccnc(NS(=O)(=O)c2ccc(NC(=O)c3oc4ccccc4c3C)cc2)n1	0.0	2	4	-5	10	4	-0.4	-23	5	·	8
Cc1nn(C)cc1/C=C1\CCC/C(=C\c2cn(C)nc2C)C1=O	0.0	0	2	-2	-13	2	-1.5	10	-6	12	3
Nc1nc(SCC(=O)Nc2ncc(Cl)cc2Cl)n[nH]1	-0.2	-10	-12	-2	2	0	0.9	9	7	-2	-1

Printed as active in Granule exo inh, of those listed so far:
| SMILES | aDG glyco act | Granule exo inh | PDI turbidity | CaV13 FRET inh | TRPM1 prom inh | NR2E3 ag-1 | NR2E3 ag-2 | Peg3 prom inh | Vif inh | HIF-2a block |
| --- | --- | --- | --- | --- | --- | --- | --- | --- | --- | --- |
| COc1cc2c(cc1OC)C(=O)N1[C@H]3c4ccccc4OC[C@@H]3[C@H](c3ccccc3)[C@]1(C)C(=O)N2 | -0.2 | 65* | 6 | -8 | 3 | -1 | 8 | -18 | -4 | 27 |

The list continues:
SMILES	aDG glyco act	Granule exo inh	PDI turbidity	CaV13 FRET inh	TRPM1 prom inh	NR2E3 ag-1	iPSC survival up	NR2E3 ag-2	Peg3 prom inh	Vif inh	HIF-2a block
COC(=O)C1=NN(C(=O)c2ccc(Br)cc2)C(O)(C(C)(C)C)C1 (configuration not stated)	0.0	-1	3	-7	-2	·	1.3	-8	6	-6	2
Cc1cc(=O)[nH]c2[nH][nH]c(=O)c12	-0.1	2	6	-7	-6	·	-1.4	3	-3	5	5
O=C(Nc1ccncc1)C1CCN(S(=O)(=O)c2ccc(Cl)c(C(F)(F)F)c2)CC1	0.5	2	5	-3	-9	0	0.8	-7	3	5	21
CC[C@]12C(=O)N(C)C[C@H]([C@@H]3C(=O)N(C)C(=O)[C@@H]31)N2C(=O)c1ccc(Br)cc1	-0.1	2	-6	-11	-2	·	-0.5	-2	2	-1	21
COc1ccc(C(=O)Nc2ccc(O)cc2C(=O)O)cc1	-0.1	0	7	-6	-14	4	0.4	-7	-7	15	9
Cc1ncc(CO)c2c1Oc1nc(-c3ccccc3)nc(SCC(=O)N3CCOCC3)c1C2	-0.3	11	-1	-3	6	0	-0.4	-6	80*	7	10
OCc1ccc(N=Nc2ccccc2)cc1	-0.2	-6	7	-4	-59	-4	-0.2	-140	-287	6	-300
O=C(C1Cc2ccccc2CN1S(=O)(=O)c1ccc(F)cc1)N1CCCCCC1 (configuration not stated)	0.2	-1	-2	-5	-1	-1	-0.1	-3	12	-3	13
COc1ccccc1NS(=O)(=O)c1cn(C)cn1	0.5	-12	1	-5	-23	2	0.0	12	-15	-2	6
COc1ccc(C(=O)NCc2cccnc2)cc1S(=O)(=O)N1CCCc2ccccc21	0.5	-2	-3	-19	-7	3	0.9	-22	6	-1	17
NC(=O)C(c1ccccn1)c1ncc(C(F)(F)F)cc1Cl (configuration not stated)	0.3	0	1	1	-1	1	-1.3	-5	8	10	12
COc1ccc2c(-c3ccccc3)cc3nnnn3c2c1	0.1	-1	15	-9	3	4	4.0	-11	12	23	10
COc1ccc(-c2noc(N3CCC(C(=O)Nc4ccc(F)cc4)CC3)n2)cc1	0.6	-4	·	-10	·	2	-0.9	-53	-16	12	-12
Fc1ccc(/C=N/n2c(C3CCCCC3)n[nH]c2=S)cc1	-0.2	19	9	-6	7	0	0.2	-21	23	-13	9
O=C(N1CCN(CCO)CC1)N1c2ccccc2C=Cc2ccccc21	0.0	-1	6	-3	-10	4	-2.6	-40	-12	-6	-15
COc1ccccc1C1C2=C(CCCC2=O)N(CC(=O)O)C2=C1C(=O)CCC2	0.0	-4	5	6	1	5	-0.5	14	15	-1	21
CN(C)c1ccc(P(=O)(Nc2cccc(C(F)(F)F)c2)N2CCOCC2)c(NC(=O)c2cccs2)c1 (configuration not stated)	1.3	-8	3	5	1	4	0.3	3	16	-6	9
CCCCN(CC(=O)Nc1c(C)cccc1CC)C(=O)SCC	0.1	0	2	·	10	-1	-0.2	-37	3	2	11
CNC(=O)N1c2ccccc2C=Cc2ccccc21	-0.1	3	-1	-2	-1	1	0.7	-6	12	0	8
CC(=O)Nc1ccc(S(=O)(=O)N(C)CC(=O)Nc2ccccc2N2CCOCC2)cc1	-0.1	0	4	-5	-2	-4	-3.1	-24	5	-5	12
O=C(Cn1cc(C(F)(F)F)cc(Cl)c1=O)NCCc1ccccc1	0.0	-4	-2	-5	-4	0	2.5	-2	1	0	16
Cc1cccc(C(=O)NC2CCN(CC(=O)Nc3cccc(Cl)c3)CC2)c1	0.1	16	-4	-18	·	·	-3.1	-8	11	0	10
COc1cc(OC)c(C(=O)OCC(=O)NCCC2=CCCCC2)cc1OC	-0.1	-2	8	-4	6	0	-0.6	-13	10	24	5
Cc1c(NS(=O)(=O)c2ccc(Cl)c(C(=O)OCC(=O)NCc3ccco3)c2)c(=O)n(-c2ccccc2)n1C	-0.1	0	3	-5	3	0	0.0	-10	2	1	13
COc1ccc(C(OCC(O)CNCCc2ccc(S(N)(=O)=O)cc2)c2ccc(OC)cc2)cc1 (configuration not stated)	0.1	-2	2	-4	6	0	-0.5	-13	-16	-5	8
COc1ccc(S(=O)(=O)N(C)CC(=O)NCCC2=CCCCC2)cc1C	0.2	-6	1	-9	-1	2	2.9	18	6	-2	-1
O=C1NC(c2ccccc2)=C(c2nc3ccccc3s2)C(c2ccccc2)N1 (configuration not stated)	0.0	7	18	-8	4	1	0.1	-10	42	2	30
CC(C)c1nc2n[nH]c(N)c2c2c1CSC(C)(C)C2	-0.2	0	2	0	-6	0	2.4	-7	23	-14	25
O=C(Nc1ccccc1)N1CCC(C(=O)N2CCCC(C(F)(F)F)C2)CC1 (configuration not stated)	0.1	4	-10	-7	1	3	-0.6	-32	21	1	3

Taken from the results shown for reference:
SMILES	aDG glyco act	Granule exo inh	PDI turbidity	CaV13 FRET inh	TRPM1 prom inh	NR2E3 ag-1	iPSC survival up	NR2E3 ag-2	Peg3 prom inh	Vif inh	HIF-2a block
O=C(Cn1cc(C(F)(F)F)cc(Cl)c1=O)NCCc1ccccc1	0.0	-4	-2	-5	-4	0	2.5	-2	1	0	16
Cc1cccc(C(=O)NC2CCN(CC(=O)Nc3cccc(Cl)c3)CC2)c1	0.1	16	-4	-18	·	·	-3.1	-8	11	0	10
COc1cc(OC)c(C(=O)OCC(=O)NCCC2=CCCCC2)cc1OC	-0.1	-2	8	-4	6	0	-0.6	-13	10	24	5
Cc1c(NS(=O)(=O)c2ccc(Cl)c(C(=O)OCC(=O)NCc3ccco3)c2)c(=O)n(-c2ccccc2)n1C	-0.1	0	3	-5	3	0	0.0	-10	2	1	13
COc1ccc(C(OCC(O)CNCCc2ccc(S(N)(=O)=O)cc2)c2ccc(OC)cc2)cc1 (configuration not stated)	0.1	-2	2	-4	6	0	-0.5	-13	-16	-5	8
COc1ccc(S(=O)(=O)N(C)CC(=O)NCCC2=CCCCC2)cc1C	0.2	-6	1	-9	-1	2	2.9	18	6	-2	-1
